# Screening data deposited in PubChem by The Scripps Research Institute Molecular Screening Center.
# CHRM4 agonist = human M4 muscarinic receptor agonists, primary screen, CHO-K1 cells, Fluo-8 calcium fluorescence; Muscarinic acetylcholine receptor M4 (Homo sapiens), P08173; CHO-K1 hM4/Gqi5; vehicle 0%, full acetylcholine response 100%; activation, % at 3 µM; 360,000 compounds, 0.14% hits; AID 624127, 2012;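 active means activation above the run mean over all test wells plus 3 SD, cut at about 32% in these data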;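 further: peak over basal fluorescence ratio per well then scaled between controls; 0% = DMSO wells and 100% = acetylcholine at EC100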
# Target sequence (P08173 whole entry, looked up): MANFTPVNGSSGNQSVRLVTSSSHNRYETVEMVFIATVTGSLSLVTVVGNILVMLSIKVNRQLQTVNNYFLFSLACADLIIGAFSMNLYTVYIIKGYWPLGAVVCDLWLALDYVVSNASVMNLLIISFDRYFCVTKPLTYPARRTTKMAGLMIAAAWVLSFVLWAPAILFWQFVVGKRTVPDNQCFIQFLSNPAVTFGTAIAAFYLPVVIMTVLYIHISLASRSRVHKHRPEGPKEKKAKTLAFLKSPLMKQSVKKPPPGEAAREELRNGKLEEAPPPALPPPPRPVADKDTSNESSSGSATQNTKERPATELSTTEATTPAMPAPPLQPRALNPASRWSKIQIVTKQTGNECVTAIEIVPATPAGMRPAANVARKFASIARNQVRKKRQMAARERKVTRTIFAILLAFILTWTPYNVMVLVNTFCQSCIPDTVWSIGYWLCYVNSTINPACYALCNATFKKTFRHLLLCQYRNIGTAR
# TAAR1 agonist = human TAAR1 agonists, primary screen, Fluo-8 calcium fluorescence, CHO RD-HGA16 cells | Trace amine-associated receptor 1 (Homo sapiens), Q96RJ0 | vehicle wells 0%, saturating PEA agonist 100% | activation, % at 3 µM | 360,000 compounds, 0.99% hits | AID 624467, 2012;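 active means activation above the mean activation of all test compounds in the run plus 3 SD, cut at about 38% in these data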
#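 Assay system – CHO-derived RD-HGA16 cells with stable Gα16 and human TAAR1 · Compound dosing – one-point dosing at 3 µM (nominal) · Incubation – 17-24 h seeding, 75 min 37 °C dye, 30 min RT · Measured by – kinetic Fluo-8 calcium fluorescence · Control set – DMSO vehicle as 0%, PEA at EC100 as 100% · Repeats – single well for each compound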
# M4 antag = human M4 muscarinic receptor antagonists, primary screen, CHO cells, Fluo-8 calcium fluorescence. Muscarinic acetylcholine receptor M4 (Homo sapiens), P08173. CHO-hM4 cells, ACh EC80. inhibition, % at 3 µM. 360,000 compounds, 0.73% hits;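 active means inhibition above its plate's cutoff, the mean inhibition of sample wells plus 3 SD, cut at about 27% in these data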;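 further: 0% = acetylcholine EC80 with DMSO and 100% = DMSO without agonist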
# CHRM1 agonist = human M1 muscarinic receptor agonists, primary screen, Fluo-8 calcium fluorescence, CHO-K1 cells, HTS | Muscarinic acetylcholine receptor M1 (Homo sapiens), P11229 | CHO-K1 hM1, agonist mode; 0% DMSO, 100% acetylcholine EC100 | activation, % at 3 µM | 360,000 compounds, 0.33% hits;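 active means activation above the run's mean compound activation plus 3 SD, cut at about 16% in these data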;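 further: peak over basal fluorescence ratio within a 140 s kinetic read after compound addition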
# M5 ag = human M5 muscarinic receptor agonists, primary screen, CHO-K1 cells, Fluo-8 calcium fluorescence; activation, % at 3 µM; Muscarinic acetylcholine receptor M5 (Homo sapiens), P08912; CHO-K1 hM5 cells; 0% DMSO wells, 100% maximal acetylcholine response; 360,000 compounds, 0.19% hits;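 active means activation above the run's mean over test compounds plus 3 SD, cut at about 23% in these data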;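 further: signal is peak over basal fluorescence ratio across the kinetic read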
# Target sequence (P08912 whole entry, looked up): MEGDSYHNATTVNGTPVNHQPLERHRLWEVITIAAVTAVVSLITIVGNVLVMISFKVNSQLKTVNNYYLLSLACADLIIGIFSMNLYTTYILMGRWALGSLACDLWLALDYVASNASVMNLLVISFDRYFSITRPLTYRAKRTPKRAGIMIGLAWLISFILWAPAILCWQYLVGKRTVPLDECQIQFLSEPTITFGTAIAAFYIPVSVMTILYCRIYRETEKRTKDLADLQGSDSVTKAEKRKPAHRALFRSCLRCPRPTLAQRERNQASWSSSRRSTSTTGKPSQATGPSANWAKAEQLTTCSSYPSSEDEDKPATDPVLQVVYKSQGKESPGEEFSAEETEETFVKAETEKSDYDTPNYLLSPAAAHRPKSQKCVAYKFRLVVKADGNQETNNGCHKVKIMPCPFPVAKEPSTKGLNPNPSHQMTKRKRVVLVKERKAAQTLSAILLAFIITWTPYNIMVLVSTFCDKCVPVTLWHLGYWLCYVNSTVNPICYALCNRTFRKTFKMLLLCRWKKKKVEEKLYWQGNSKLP
# M1 antag = human M1 muscarinic receptor antagonists, primary screen, CHO-K1 cells, Fluo-8 calcium fluorescence, 1536-well. inhibition, % at 3 µM. CHO-K1 hM1, ACh EC80 antagonist. Muscarinic acetylcholine receptor M1 (Homo sapiens), P11229. AID 588852, 2011. 360,000 compounds, 1.3% hits;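 active means percent inhibition above its own plate's cutoff, namely the mean of that plate's compound wells plus 3 SD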;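 further: peak over basal fluorescence ratio during 140 s after agonist addition; 0% = ACh EC80 plus DMSO and 100% = DMSO alone without agonist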
# CHRM5 PAM = human M5 muscarinic receptor positive allosteric modulators, primary screen, CHO-K1 cells, Fluo-8 calcium fluorescence. Muscarinic acetylcholine receptor M5 (Homo sapiens), P08912. CHO-K1 hM5, ACh EC20 PAM; 0% = ACh EC20, 100% = ACh EC100. activation, % at 3 µM. 360,000 compounds, 0.3% hits. AID 624038, 2012;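 active means activation above the run cutoff, the mean activation of all test compounds plus 3 SD, cut at about 18% in these data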
#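 Assay system: CHO-K1 hM5 cells / Incubation: Fluo-8 loading 80 min at 37 °C plus 30 min room temperature / Technique: Fluo-8 calcium dye fluorescence, kinetic read / Repeats: single replicate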
# CHRM1 PAM = human M1 muscarinic receptor positive allosteric modulators, primary screen, CHO-K1 cells, Fluo-8 calcium fluorescence, 1536-well; CHO-K1 hM1, ACh EC20; 0% = ACh EC20, 100% = maximal ACh; activation, % at 3 µM; 360,000 compounds, 0.088% hits; AID 588819, 2011; in the data active means activation above about 19%, passing the limit was not always enough
# M5 antag = human M5 muscarinic receptor antagonists, primary screen, CHO cells, Fluo-8 calcium fluorescence. CHO-hM5 cells, ACh EC80. Muscarinic acetylcholine receptor M5 (Homo sapiens), P08912. 360,000 compounds, 0.59% hits. inhibition, % at 3 µM;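 active means inhibition above a per-plate cutoff, the mean of that plate's test compounds plus 3 SD, cut at about 27% in these data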;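 further: 0% = acetylcholine EC80 with DMSO and 100% = DMSO without agonist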
# The depositor's hits bear a star; / = not tested or not shown; & = joins results of further samples. This is a subset, so the mix of outcomes need not match the whole.
SMILES,CHRM4 agonist,TAAR1 agonist,M4 antag,CHRM1 agonist,M5 ag,M1 antag,CHRM5 PAM,CHRM1 PAM,M5 antag
CN(C)c1ccc(C=C2C(=O)NC(=S)NC2=O)cc1,1.4,0.6,-1.8,-0.8,1.2,-11.1,1.7,4.6,6.2
c1ccc2c(c1)-c1cccc3cccc-2c13,1.1,4.8,-11.3,-2.0,-0.7,16.4,-3.4,-10.7,4.1
COC(=O)C1=C(c2cccc(OC)c2OC)C[C@@H]2CC[C@H]1N2C,1.7,4.7,10.9,-8.4,-2.9,1.9,-1.6,-3.3,8.2
CCC(COC(=O)c1cc(OC)c(OC)c(OC)c1)(c1ccccc1)N(C)C (stereo not drawn),2.8&2.3,0.1&0.8,-28.4&0.6,-6.3&-7.5,-1.0&-0.9,-16.8&-12.7,6.4&-1.6,5.5&-5.9,-9.0&-6.2
C[C@]12CCC3C(CC[C@@H]4C[C@@H](O)CC[C@]34C)C1CC[C@@H]2O (stereo partly drawn),7.7,8.7,-8.3,-2.5,20.2,-6.6,-8.4,0.5,4.8
O=C(C1CC(=O)N(c2ccc(F)c(Cl)c2)C1)N1CCC2(CC1)OCCO2 (stereo not drawn),-0.7,0.9,0.3,-6.7,-1.0,3.5,-6.9,0.0,13.7
O=c1c2ccccc2nc(N2CCCC2)n1-c1ccc(Cl)cc1,-3.5,6.7,-5.7,-6.0,-7.9,-4.7,4.2,4.5,-2.9
O=C1CCN(C(=O)CCCn2c(=O)oc3ccccc32)CC1,1.1,0.4,-3.8,-5.5,-1.5,-17.5,7.5,8.9,-0.5
Fc1ccccc1N1CCN(Cc2c(F)cccc2F)CC1,-0.3,-0.1,0.6,-4.9,0.3,-3.3,-6.4,6.2,4.2
CC(=O)NC(Cc1ccc(N(CCCl)CCCl)cc1)C(=O)O (stereo not drawn),1.0,11.1,4.2,-1.2,2.3,-10.4,1.4,13.0,-3.1
CN(C)CCOC(=O)c1cn(Cc2ccccc2)c2ccccc12,4.2,10.6,3.1,-3.5,-6.3,-26.1,-1.4,7.9,4.2
O=C(Cc1ccccc1)N1CCN(Cc2ccccn2)CC1,0.4,2.0,-1.1,-5.5,-2.4,-18.6,-0.9,1.0,2.6
CC(CC(C)(C)N1CC1)=NNC(=O)Nc1cccc2ccccc12,0.6,0.1,-3.8,-4.4,-0.8,-27.0,1.2,16.3,8.5
COc1ccc(-[n+]2c(-c3ccccc3)cc(-c3ccc(C)cc3)cc2-c2ccccc2)cc1,6.9,6.5,81.6*,-5.8,-24.4,86.2*,-33.9,-30.1,80.8*
O=[N+]([O-])c1ccc(OP(=O)(O)Oc2ccc([N+](=O)[O-])cc2)cc1,0.6,1.0,6.4,1.5,5.7,-3.8,-2.3,4.1,3.1
CC1(C)C(C(=O)NN2C(=O)c3ccccc3C2=O)C1(C)C,0.0,11.8,-3.4,-1.0,2.2,-9.9,-0.3,9.8,-0.9
O=c1c2ccccc2[nH]c(=S)n1-c1cccc(C(F)(F)F)c1,1.9,5.0,-0.9,-4.3,-0.6,-5.7,0.5,0.3,3.3
O=C1NCN(c2ccccc2)C12CCN(C(c1cc3ccccc3o1)c1nnnn1Cc1ccccc1)CC2 (stereo not drawn),7.4,1.8,4.2,-1.6,6.7,-5.6,1.8,11.1,1.5
O=C1C2CCCN2C(c2ccccc2)N1c1ccccn1 (stereo not drawn),-0.1,4.6,-1.4,-4.2,0.0,-10.4,-2.7,5.1,4.3
O=C(Nc1cccc(C(F)(F)F)c1)OC1CN2CCC1CC2 (stereo not drawn),2.5,2.2,43.3*,-10.8,-6.5,102.2*,-17.5,-32.1,69.8*
O=[N+]([O-])[N-][n+]1cnn(Cc2ccccc2)c1,0.9,5.1,1.8,0.5,2.1,2.8,7.7,1.2,-1.7
COc1ccc(C(C)=O)cc1CN1CC=C(c2ccccc2)CC1,0.7,/,15.0,-10.7,-6.5,7.4,-1.0,-14.1,1.9
Cc1sc2ncnc(N3CCC(C(=O)Nc4ccc(C#N)c(Cl)c4)CC3)c2c1C,21.4,8.2,1.9,-5.9,2.2,23.4,-17.2,-11.2,10.3
CNc1ccc2oc(C[C@H]3O[C@@]4(CC[C@H]3C)O[C@H]([C@H](C)C(=O)c3ccc[nH]3)[C@H](C)C[C@H]4C)nc2c1C(=O)O,19.4,198.3*,12.2,104.8*,3.2,94.5*,1.6,-21.4,7.9
Cc1cccc(-c2nc3ccccc3c(=O)n2-n2cccc2)c1,1.5,6.7,4.0,-2.2,-1.9,4.8,-7.8,2.1,-1.6

# Some of the entries above, reformatted:
# Each structure is followed by: CHRM4 agonist, TAAR1 agonist, M4 antag, CHRM1 agonist, M5 ag, M1 antag, CHRM5 PAM, CHRM1 PAM, M5 antag
Fc1ccccc1N1CCN(Cc2c(F)cccc2F)CC1
→ -0.3, -0.1, 0.6, -4.9, 0.3, -3.3, -6.4, 6.2, 4.2
CC(=O)NC(Cc1ccc(N(CCCl)CCCl)cc1)C(=O)O (stereo not drawn)
→ 1.0, 11.1, 4.2, -1.2, 2.3, -10.4, 1.4, 13.0, -3.1
CN(C)CCOC(=O)c1cn(Cc2ccccc2)c2ccccc12
→ 4.2, 10.6, 3.1, -3.5, -6.3, -26.1, -1.4, 7.9, 4.2
O=C(Cc1ccccc1)N1CCN(Cc2ccccn2)CC1
→ 0.4, 2.0, -1.1, -5.5, -2.4, -18.6, -0.9, 1.0, 2.6

# Looked up above:
# CN(C)c1ccc(C=C2C(=O)NC(=S)NC2=O)cc1 in M5 ag reads 1.2
# O=C(C1CC(=O)N(c2ccc(F)c(Cl)c2)C1)N1CCC2(CC1)OCCO2 (stereo not drawn) in TAAR1 agonist reads 0.9
# O=c1c2ccccc2[nH]c(=S)n1-c1cccc(C(F)(F)F)c1 in TAAR1 agonist reads 5.0

# (further entries)
SMILES,CHRM4 agonist,TAAR1 agonist,M4 antag,CHRM1 agonist,M5 ag,M1 antag,CHRM5 PAM,CHRM1 PAM,M5 antag
O=c1c2ccccc2nc(Cc2ccccc2)n1-c1ccccc1O,0.8,3.8,0.8,-2.6,-0.2,-7.3,3.1,5.9,9.6
O=C1Nc2ccccc2/C1=C/c1nc2ccccc2c(=O)n1-c1ccc(O)cc1,1.3,2.3,8.6,-3.9,2.5,-7.9,-1.7,1.3,6.2
O=C1C=C2C=C[C@H]3C[C@]2(O1)[C@@H]1CCCCN13,-0.1,8.2,-1.0,-2.7,1.6,4.6,-1.0,-1.5,10.9
CN=C1CN(O)C(c2ccccc2)c2cc(Cl)ccc2N1 (stereo not drawn),0.0,3.1,3.8,-3.6,-3.1,-0.4,-2.8,-2.0,3.5
O=S(=O)(c1ccccc1)N1CC1c1ccccc1 (stereo not drawn),0.3,0.4,-10.3,-8.7,-2.4,-8.9,2.0,9.4,-0.6
COP(=O)(OC)C1(O)C(=O)Nc2ccc(Br)cc21 (stereo not drawn),3.8,3.1,-7.5,-6.7,-1.3,-9.0,1.1,5.1,-1.4
O=C1NC(=S)N(c2ccc(Cl)cc2)C(=O)/C1=C/N1CCN(C(=O)c2ccco2)CC1,4.0,38.5*,-8.2,0.0,1.0,11.7,-2.9,-3.4,-2.4
CCN(CC)c1ccc(N=Cc2c(O)n(-c3cc(OC)ccc3OC)c(=O)[nH]c2=O)cc1,1.4,12.4,-6.5,-2.9,1.0,-5.4,4.5,5.0,-1.9
O=C(c1cccs1)N1C2CCC1CC(O)(c1cccnc1)C2 (stereo not drawn),1.0,10.0,6.6,-0.2,-2.2,-32.2,6.7,8.0,-5.0
COc1cccc(C2C([N+](=O)[O-])=C(N)Oc3c2c(=O)oc2ccccc32)c1 (stereo not drawn),2.4,11.2,9.3,-3.4,0.2,-0.6,-0.4,3.7,-4.0
CCCCCCC(=O)c1c(O)n(-c2ccc(OC)cc2)c(=O)[nH]c1=O (tested in a mixture with another compound),0.5,-0.6,-10.8,-3.5,1.7,-0.3,-2.5,0.5,5.2
COc1ccccc1N=Cc1c(O)n(C)c(=O)n(C)c1=O,1.2,7.8,-14.0,-6.2,-1.6,-8.9,-1.7,-1.8,3.2
COc1ccc(NC(=O)c2cn(CCC#N)nc2-c2ccc([N+](=O)[O-])cc2)cc1,0.7,2.2,9.1,-1.9,0.9,-9.8,7.4,9.4,-3.8
COC(=O)C1=C(c2ccc3ccccc3c2)C[C@@H]2CC[C@H]1N2C(=O)NC1CCCCC1,-0.6,/,2.4,0.8,-5.9,-2.3,1.8,11.7,13.8
O=C(N/N=C1/CN2CCC1CC2)c1cccc(O)c1,2.1,2.0,11.7,-1.4,-6.5,-2.9,-0.9,3.5,7.4
Cc1ccc2[nH]c3c(c2c1)CN(C(=O)CN1C[C@H]2C[C@@H](C1)c1cccc(=O)n1C2)CC3,-0.2,1.6,-4.0,-4.3,2.3,-7.7,-1.9,0.4,6.0
COc1ccc(-c2nc3ccccc3c(=O)n2-c2ccc(OC)cc2)cc1,2.8,-0.9,-2.6,-2.5,-4.4,5.3,1.1,-0.9,0.7
C=CCn1c(O)c(C(CC)=Nc2cc(OC)ccc2OC)c(=O)[nH]c1=O,0.4,10.6,-2.9,-2.4,0.0,5.5,3.0,3.9,-2.7
O=C1Nc2ccccc2C(c2ccccc2)=NC1O (stereo not drawn),1.9,2.0,1.9,-2.2,-3.0,-14.5,-1.4,17.8,-5.3
O=c1[nH]c(O)c(C=Nc2cccc(F)c2)c(=O)[nH]1,0.2,3.7,0.4,-3.7,-1.3,-15.7,4.0,9.1,-1.4
Cc1cc(/C=C2\C(=O)NC(=O)N(Cc3ccccc3)C2=O)c(C)n1C1CC1,3.7,-1.6,0.6,-6.2,0.4,-5.9,-6.3,5.0,5.3
CN1CCN(c2ccccc2N)CC1,0.8,13.7,-6.4,-4.4,-8.6,-34.2,5.2,6.6,-2.7
CC1(C)COC(Nc2ccc(Cl)cc2)=N1,0.9,1.3,12.2,-6.5,-4.0,1.5,-9.7,-5.6,19.1

# Profiles, looked up by structure.
# Cc1cc(/C=C2\C(=O)NC(=O)N(Cc3ccccc3)C2=O)c(C)n1C1CC1 is entered as CHRM4 agonist: 3.7; TAAR1 agonist: -1.6; M4 antag: 0.6; CHRM1 agonist: -6.2; M5 ag: 0.4; M1 antag: -5.9; CHRM5 PAM: -6.3; CHRM1 PAM: 5.0; M5 antag: 5.3
# O=C1Nc2ccccc2/C1=C/c1nc2ccccc2c(=O)n1-c1ccc(O)cc1 is entered as CHRM4 agonist: 1.3; TAAR1 agonist: 2.3; M4 antag: 8.6; CHRM1 agonist: -3.9; M5 ag: 2.5; M1 antag: -7.9; CHRM5 PAM: -1.7; CHRM1 PAM: 1.3; M5 antag: 6.2
